TrxR1 substrate = rat thioredoxin reductase 1 substrate activity. O89049. purified TrxR1 substrate turnover, NADPH consumption readout. Potency, µM (doses to about 114 µM), inactives show at the top dose activity change, negative = substrate turnover. hit rate 0.01% among 390,000. AID 588456; note: potency is the fitted concentration of half-maximal effect; % is set by controls: 0 for no effect and ±100 for the full control effect; nearly all actives have a fitted effect of over 50% in size
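Rat TrxR1, dispensed at 90 nM, was prereduced with 400 uM NADPH (final) for 5 min at ~22 deg C, then incubated with compound 15 min before 400 uM selenite. A first-read NADPH fluorescence drop versus no-compound background flagged substrates.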
Vif-A3G inh = inhibitors of Vif-APOBEC3G interaction; Potency, µM (doses to about 46.1 µM), without a hit: top-dose activity, negative = active, hits mostly inhibitors; hit rate 0.076% among 410,000; HeLa A3G-eYFP + Vif (tagged APOBEC3G with the HIV-1 protein that degrades it), YFP fluorescence, overnight;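 note: potency is the fitted concentration of half-maximal effect; % is set by controls: 0 for no effect and ±100 for the full control effect; nearly all actives have a fitted effect of over 60% in size; hits raise eYFP signal because A3G escapes Vif-driven loss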
Target sequence (Q9HC16 whole entry, looked up): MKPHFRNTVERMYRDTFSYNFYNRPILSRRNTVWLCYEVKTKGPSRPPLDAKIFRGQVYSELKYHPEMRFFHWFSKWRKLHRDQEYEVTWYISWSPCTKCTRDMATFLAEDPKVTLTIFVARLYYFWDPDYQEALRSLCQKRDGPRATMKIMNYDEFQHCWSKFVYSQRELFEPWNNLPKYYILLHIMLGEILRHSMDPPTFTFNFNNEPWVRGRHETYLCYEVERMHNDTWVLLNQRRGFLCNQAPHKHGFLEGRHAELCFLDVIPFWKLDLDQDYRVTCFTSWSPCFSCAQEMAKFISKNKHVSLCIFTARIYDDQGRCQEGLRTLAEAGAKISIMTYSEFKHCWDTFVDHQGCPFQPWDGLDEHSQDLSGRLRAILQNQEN
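HeLa cells stably expressing Vif and C-terminally eYFP-tagged A3G, seeded overnight at 37 deg C, then exposed to compound by pintool overnight at 37 deg C. Rise in yellow fluorescence (Ex 488/Em 500-530, Acumen) marks blocked Vif-driven A3G degradation.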
IDH1 R132H inh = human IDH1 R132H inhibition; AID 602179; IDH1-R132H enzyme, NADPH consumption, diaphorase/resazurin fluorescence; Potency, µM (doses to about 76.6 µM), for inactives: top-dose activity change, negative = inhibition, actives largely listed as inhibitors; hit rate 0.093% among 390,000; note: potency is the fitted concentration of half-maximal effect; % is set by controls: 0 for no effect and ±100 for the full control effect; nearly all actives have a fitted effect of over 65% in size
Target sequence (O75874 whole entry R132H, stated change not applied): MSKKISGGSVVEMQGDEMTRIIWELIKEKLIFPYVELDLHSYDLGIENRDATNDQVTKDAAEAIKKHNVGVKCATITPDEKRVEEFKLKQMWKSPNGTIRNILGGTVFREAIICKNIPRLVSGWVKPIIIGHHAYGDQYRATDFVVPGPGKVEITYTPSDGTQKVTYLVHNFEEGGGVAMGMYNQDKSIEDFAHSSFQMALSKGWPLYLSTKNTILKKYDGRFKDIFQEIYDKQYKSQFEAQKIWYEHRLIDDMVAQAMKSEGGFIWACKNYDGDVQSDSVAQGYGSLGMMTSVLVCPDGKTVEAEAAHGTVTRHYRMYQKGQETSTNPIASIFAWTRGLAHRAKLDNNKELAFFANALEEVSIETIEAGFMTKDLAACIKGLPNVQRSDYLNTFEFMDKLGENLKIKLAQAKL
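IDH1-R132H (0.5 ug/mL) preincubated 30 min with compound, then NADPH (0.016 mM) and alpha-KG (2 mM) added; 80 min at RT, pH 7.5. Remaining NADPH coupled via diaphorase/resazurin to fluorescence (540/590 nm); concentration-response curves normalized to no-enzyme control.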
GRP78 ERSR act = inducers of ER stress response in human glioma cells | U87-MG GRP78 promoter luciferase reporter, 16 h | Potency, µM, without a hit: at the highest dose activation, actives largely listed as activators | hit rate 0.02% among 420,000 | AID 602332; note: potency is the fitted concentration of half-maximal effect; series mostly up to about 76 µM; % of control where 0% means no effect; nearly all actives have a fitted effect of over 35% in size
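Stably transfected U87-MG human glioma cells carrying a GRP78-based luminescent sensor were seeded at 1000 cells/well, pin-dosed with compounds and incubated 16 h. Luciferase reagent was then added, and end-point luminescence was read after 10 min at room temperature.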
LDHA inh = inhibitors of human lactate dehydrogenase A. P00338. purified LDHA, NADH/diaphorase-resazurin fluorescence; stronger effect = lower value. activity change, % (values are at about 110 or 230 µM). hit rate 0.15% among 480,000. AID 1347041; in the data active = activity change below about -30%; inconclusive = mostly about -25% to -30%;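 note: plate controls were DMSO wells for no effect and wells without enzyme for full effect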
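LDH5 2 nM; NADH 0.06 mM, pyruvate 0.2 mM; 200 mM Tris pH 7.4, EDTA, Tween-20; 5 min RT. Detection: diaphorase 0.133 mg/mL + resazurin 37 µM, fluorescence ex540/em590 at 0 and 20 min; normalized to enzyme-free and DMSO wells.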
Vif-A3F inh = Vif-A3F binding inhibition | HeLa A3F-eYFP + Vif (tagged APOBEC3F with the HIV-1 protein that degrades it), YFP fluorescence increase | Potency, µM (highest dose often 46.1 µM), for the others: at the highest dose activity, negative = active | hit rate 0.2% among 390,000; note: potency is the fitted concentration of half-maximal effect; % of control where 0% means no effect; nearly all actives have a fitted effect of over 65% in size
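Fluorescence increase (Ex 488/Em 500-530) after overnight compound treatment at 37 deg C flags inhibition of Vif-driven A3F-eYFP loss in stable HeLa A3F-eYFP/Vif cells seeded overnight beforehand.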
rTrxR1 inhibitor = blocks rat thioredoxin reductase 1; O89049; recombinant rTrxR1, NADPH fluorescence consumption, selenite substrate; Potency, µM (series often up to 114 µM), without a hit: top-dose activity change, negative = inhibition, most hits filed as inhibitors; hit rate 1% among 390,000; note: potency is the fitted concentration of half-maximal effect; % is set by controls: 0 for no effect and ±100 for the full control effect; nearly all actives have a fitted effect of over 65% in size
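Rat TrxR1 (90 nM in the dispensed reagent) was pre-reduced with 400 uM NADPH for 5 min at room temperature, then incubated with compound for 15 min. After 400 uM selenite was added, NADPH fluorescence (Ex 340/Em 450 nm) was followed for 8 min.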
USP1-UAF1 inh = USP1/UAF1 (human) deubiquitinase inhibition; O94782; recombinant USP1/UAF1, Ub-Rhodamine cleavage fluorescence; Potency, µM (highest dose often 57.1 µM), for inactives: top-dose activity change, negative = inhibition, usual class: inhibitors; hit rate 0.23% among 390,000; AID 743255; note: potency is the fitted concentration of half-maximal effect; % is set by controls: 0 for no effect and ±100 for the full control effect; nearly all actives have a fitted effect of over 60% in size; inactives centre near -12
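USP1/UAF1 complex at 1 nM was preincubated with compound for 15 min at room temperature, then Ub-Rho substrate (150nM final) was added. Fluorescence (480/540 nm) was read kinetically, 6 reads every 60 seconds.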
RGS4 inhibitor = inhibitors of human regulator of G protein signaling 4; Potency, µM (series often up to 114 µM), for the others: at the highest dose activity change, negative = inhibition, hits mostly inhibitors; hit rate 0.039% among 390,000; AID 504845; Transcreener GDP fluorescence polarization, RGS4-accelerated GTP hydrolysis; note: potency is the fitted concentration of half-maximal effect; % is set by controls: 0 for no effect and ±100 for the full control effect; nearly all actives have a fitted effect of over 75% in size; some results filed as inactive show a strong effect at the top dose
Target sequence (P49798 whole entry, looked up): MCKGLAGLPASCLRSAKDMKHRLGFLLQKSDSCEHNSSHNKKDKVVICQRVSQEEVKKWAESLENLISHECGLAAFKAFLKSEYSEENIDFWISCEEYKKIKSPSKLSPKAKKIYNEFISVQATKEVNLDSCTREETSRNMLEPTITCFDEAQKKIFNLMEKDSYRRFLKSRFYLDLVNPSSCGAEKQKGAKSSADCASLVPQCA
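MLSMR compounds (23 nl, pin-transferred) preincubated 10 min at room temperature with a 500nM (2x) first reagent, then RGS4 at 900nM (2x) plus Transcreener GDP mix added; fluorescence polarization (620/688 nm) read before and after 90 min at 30 °C.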
* hit, by the source's call; ? = inconclusive; nt = no result given; [ ] = another dose, or the depositor's remark. Unless noted, calls come from the whole dose curve; as a rule, active = well fitted curve in the direction sought with a large enough effect; inconclusive = small, poorly fitted or top-dose-only effect, or another doubt; inactive = no such curve, though single readings can be large; an effect the other way counts as inactive or inconclusive.

Second line of a record: rTrxR1 inhibitor | TrxR1 substrate | GRP78 ERSR act | LDHA inh | RGS4 inhibitor | Vif-A3F inh | Vif-A3G inh | USP1-UAF1 inh | IDH1 R132H inh
Cn1c(=NC(=O)c2ccco2)sc2ccccc21
  2%[57.1 µM] | 10% | -11% | -1 | -5% | -26% | -18% | -23% | 8%
C/C(=N\Nc1ccccn1)c1ccc(C#N)cc1
  15%[57.1 µM] | -12% | -4% | 7 | -1% | -26% | -2% | -13% | 8%
Clc1cccc(N2CCN(Cc3ccc(Br)o3)CC2)c1
  3% | -9% | -4% | -17 | -6% | 1% | 0% | -14% | 2%
COc1cc(/C=C/C(=O)O)cc(OC)c1O
  -26% | 7% | -2% | 3 | 1% | -1% | -1% | -25% | 14%
CCN(CC)C(=O)CSc1nc2c(sc(=S)n2-c2ccccc2OC)c(=O)n1-c1ccccc1
  -5%[2.29 µM] | 2%[2.29 µM] | -7% | -7 | -6% | -16% | -2% | -14% | 0%
COC(=O)C1=CN(C(C)C)C=C(C(=O)OC)C1c1cc(Br)c(OC)c(OC)c1
  38%[activator] | 482%[activator] | -3% | 0 | -9% | 0% | -7% | -24% | 4%
COc1cccc(C2=CC(=O)CCC2)c1
  15%[57.1 µM] | 10%[57.1 µM] | 1% | -4 | 8% | -3% | -1% | -25% | 22%
CCc1nnc2c3ccccc3nc(Nc3ccc(F)c(Cl)c3)n12
  13% | 4% | -2% | -1 | -2% | 1% | -3% | -21% | 0%
COc1cc(C(=O)NCCCCCCNC(=O)c2cc(OC)c(OC)c(OC)c2)cc(OC)c1OC
  5% | -3% | -3% | -3 | 2% | 1% | 1% | 3% | -3%
CN(CC(=O)Nc1cccc(F)c1)C(=O)c1ccccc1OCCOc1ccccc1
  -11% | -15% | -3% | 1 | -9% | -18% | -5% | -7% | 7%
CN(c1ccc(OCC(=O)OCC(=O)Nc2c(F)c(F)c(F)c(F)c2F)cc1)S(=O)(=O)c1ccc(F)cc1
  7% | -10% | -5% | 2 | 9% | 3% | 0% | -24% | 1%
COc1ccc(-c2cc(C(=O)Oc3ccc(Cl)cc3)c3ccccc3n2)cc1
  49%[activator] | 117%[activator] | -3% | 0 | 22% | 5% | 1% | -19% | 5%
Cc1ccc(CCNc2ncnc3onc(-c4ccc(Cl)cc4)c23)cc1
  10% | -1% | -2% | 6 | 0% | 11% | 0% | -24% | 4%
CC1COc2ccccc2N1C(=O)c1ccc(Cl)nc1 (stereo not given)
  8%[57.1 µM] | 7%[57.1 µM] | -6% | -5 | 7% | 1% | 1% | -12% | 12%
CC(=O)Nc1cccc(NS(=O)(=O)c2ccc3c(c2)CCC(=O)N3)c1
  nt | nt | -4% | -1 | nt | -1% | -1% | ? | 9%
COc1ccc(C)cc1NC(=O)NCCn1nnc2cc(S(=O)(=O)N(C)C)ccc21
  10%[57.1 µM] | 1%[57.1 µM] | -4% | -14 | -9% | 4% | 4% | -19% | -2%
Cc1cc2nc(-c3ccccc3O)[nH]c2cc1C
  7%[2.29 µM] | 102%[57.1 µM] | 1% | -10 | -7% | -4% | 1% | -17% | -1%
CN1N=C(C(F)(F)F)CC1=O
  15%[57.1 µM] | 2%[57.1 µM] | -3% | -9 | -25% | 10% | 0% | -22% | -7%
Cc1ccc(-c2nnc(Nc3ccc(Br)cc3)c3ccccc23)cc1S(=O)(=O)N1CCCCC1
  14% | 2% | -1% | -1 | 19% | 4% | -9% | 1% | -5%
O=C(NCc1nc(-c2ccccc2)no1)Nc1ccc(F)cc1
  8% | -2% | -4% | -12 | 19% | 9% | -1% | -14% | -7%
Cc1nn(C)cc1C(C(=O)NC1CCCCC1)N(Cc1ccc(F)cc1)C(=O)c1cnccn1 (stereo not given)
  -8%[57.1 µM] | -6%[57.1 µM] | -2% | -1 | -15% | 9% | 5% | -17% | 2%
CSc1cnc2c(=O)n(C)c(=O)[nH]c2n1
  -34% | 118%[activator] | -2% | -4 | 2% | 0% | -6% | -2% | 7%
CCCN(CCC)c1nc(-c2ccccc2F)nc2ccccc12
  -9% | -6% | 1% | 3 | -21% | 1% | 1% | -33% | 10%
O=C(CCS(=O)(=O)c1ccc(Cl)cc1)Nc1ccccc1Br
  3%[57.1 µM] | -1%[57.1 µM] | -3% | 1 | -14% | -3% | 0% | -10% | 3%
O=C1CCC2c3[nH]c4ccccc4c3CCN12 (stereo not given)
  nt | nt | 0% | -1 | nt | -1% | 0% | -14% | -12%
COc1ccc(C2C(C#N)=C(C)NC3=C2C(=O)CC(C)(C)C3)cc1 (stereo not given)
  -12% | 183%[activator] | -3% | -8 | -25% | -6% | -1% | -15% | 9%
O=C(NCc1ccccc1Cl)c1ccc(CS(=O)(=O)c2ccc(Br)cc2)o1
  -1% | -1% | -3% | -4 | -15% | 1% | -1% | -18% | -23%
COc1ccc(C2=C(C)C(=O)N(Cc3ccc(C(=O)NC(C)c4ccccc4)cc3)S2(=O)=O)cc1 (stereo not given)
  30%[57.1 µM] | 22%[57.1 µM] | nt | -8 | -34% | nt | nt | 9% | nt
Cc1cc(=O)oc2c3c(cc(OCC(=O)NCC4CCC(C(=O)O)CC4)c12)OC(C)(C)CC3 (stereo not given)
  ? | 644%[activator] | -2% | -6 | 1% | 7% | -5% | -15% | -6%
CCOC(=O)C1CCCN(c2c(NCCc3ccccc3)c(=O)c2=O)C1 (stereo not given)
  7% | -2% | 4% | -3 | 2% | 6% | 9% | -17% | 1%
O=C(NNC(=O)c1cccc(C(F)(F)F)c1)c1ccncc1
  3% | 7%[57.1 µM] | 0% | -8 | 31% | -6% | 0% | -14% | 16%
Cc1cc(C)c2oc(-c3ccc(C)c(NC(=S)NC(=O)c4cccs4)c3)nc2c1
  -12% | -16% | 4% | -1 | 0% | 0% | 0% | -10% | 4%
O=C(Nc1cc2c(cc1C(=O)c1ccccc1)OCCO2)c1ccc(Br)cc1
  -1% | 1% | -3% | 6 | -5% | 0% | 1% | 1% | 6%
Fc1cccc(NC(=S)NC2CCCCCCC2)c1
  13% | -4% | 4% | -4 | 32% | ? | 2% | -7% | 1%
c1coc(-c2cnc3ccccc3n2)c1
  nt | nt | -3% | -4 | nt | -4% | 0% | -28% | -4%
CN1/C(=C\C(=O)COC(=O)CN2C(=O)C3CC=CCC3C2=O)C(C)(C)c2ccccc21 (stereo not given)
  -11% | 5% | -4% | 0 | -18%[56.9 µM] | -8% | -2% | -14% | 7%
CN1CCN(S(=O)(=O)c2cccc(C(=O)Nc3ccccc3N3CCCC3)c2)CC1
  -12% | -11% | -3% | 3 | 5% | 1% | 0% | -4% | 6%
COc1ccc(-c2cc(C(F)(F)F)c3c(N)c(C(=O)NCCSC)sc3n2)cc1
  28% | 1% | -5% | -6 | -4% | ? | ? | 27% | 5%
CCC1C(=O)NCCN1C(=O)c1cccc(OC2CCN(S(=O)(=O)N(C)C)CC2)c1 (stereo not given)
  37%[activator] | 1% | -2% | -13 | 1% | -4% | 2% | -16% | 0%
Oc1c(C(c2ccccc2F)N2CCC3(CC2)OCCO3)sc2nc(-c3ccco3)nn12 (stereo not given)
  13%[57.1 µM] | 8%[57.1 µM] | -5% | 1 | 0% | -3% | -3% | 14% | -1%
O=C(Nc1ccc(Br)cc1)c1cc([N+](=O)[O-])cc([N+](=O)[O-])c1
  7% | -2% | -1% | -1 | -13% | 3% | 4% | -10% | -7%
CCC(=O)N=c1sc2ccccc2n1-c1ccccc1
  8%[11.4 µM] | 8%[57.1 µM] | -3% | -4 | 11% | 10% | -2% | -7% | 9%
O=C(CCn1c(=O)[nH]c2ccsc2c1=O)NCc1ccc(F)cc1
  37%[activator] | 8% | -2% | -8 | -5% | 5% | 1% | -10% | -11%
O=C(CN1CCCCC1)NCCNc1ccc(C(F)(F)F)cc1[N+](=O)[O-]
  -18% | -12% | -5% | -3 | -1% | -5% | -1% | -9% | 4%
Cc1c(N2C(=O)CSC23C(=O)Nc2ccccc23)c(=O)n(-c2ccccc2)n1C (stereo not given)
  2% | 6% | -4% | -1 | -1% | -2% | 1% | -19% | 1%
CCn1c(-c2ccsc2)nc2c1c(=O)[nH]c(=O)n2Cc1ccccc1
  36% | 44%[activator] | 0% | -4 | -16% | -4% | -6% | -8% | 4%
O=C(NCc1cccnc1)C1CCN(S(=O)(=O)c2cc([N+](=O)[O-])ccc2Cl)CC1
  -14% | -10% | -4% | 2 | 14% | -2% | 2% | -7% | -2%
CC1C=CCC2C(=O)N(c3cccc(C(=O)Nc4ccc(Br)cc4)c3)C(=O)C12 (stereo not given)
  7% | -6% | 0% | 0 | 19% | 5% | -3% | -7% | 2%
Cc1cc(C)cc(NC(=O)[C@H]2O[C@@H]3OC(C)(C)O[C@@H]3[C@H]3OC(C)(C)O[C@H]32)c1
  0% | -4% | 2% | -2 | -9% | 3% | 0% | ? | -10%

An excerpt (hit frequency here may not be typical).
